# Screening results: PubChem BioAssay, Broad Institute
# LGR2 antag: inhibitors of bursicon-induced Drosophila LGR2 receptor cAMP signaling; HEK293 LGR2, CRE-luciferase, bursicon-stimulated, 4 h; inhibition, % at 9.99 µM; 380,000 compounds, 0.35% hits;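 active = drop in luminescence signal, shown as inhibition above about 50% in the replicate tests, limit read from the data, passing the limit was not always enough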;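 note: agonist challenge used bursicon conditioned medium at about half maximal strength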
# ARNT-TACC3 inh: ARNT/TACC3 interaction disruption. AID 623870. 390,000 compounds, 0.66% hits. inhibition, % at 9.99 µM. Q9Y6A5. AlphaScreen His-ARNT PAS-B/GST-TACC3 binding, luminescence; TACC3 fragment carries E629A point mutation;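 active = mean inhibition of replicates at least 50% and at least half of replicates each reaching 50%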;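 note: 0% = complete ARNT plus TACC3 wells and 100% = ARNT alone without TACC3; many hits fall short of the cut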
# GSIS activator: GLuc luminescence reporter in INS-1E cells, primary screen for activators of glucose-dependent secretion of insulin; activation, % at 16.6 µM; INS-1E GLuc reporter insulin secretion, 2-3 h; 370,000 compounds, 0.61% hits; AID 743287;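 active = lowest replicate activation of at least 40%, so every replicate reaches that level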;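 note: 0% = median of neutral control wells and 100% = median of IBMX positive control wells; some compounds called inactive have numbers as strong as hits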
# PglD DTNB: PglD (C. jejuni) enzyme inhibition; purified PglD enzyme, DTNB colorimetric CoA detection; inhibition, % at 12.5 µM; 360,000 compounds, 0.098% hits; AID 602405; in the data active = inhibition above about 16%, passing the limit was not always enough; note: strong numbers were not always called active
# PGC1a acetyl inh: PGC1a acetylation modulation, inhibitor mode. inhibition, % at 15.6 µM. U2OS PGC1a acetylation, AlphaScreen anti-acetyl-lysine; with virally co-expressed GCN5 acetyltransferase. AID 651687. 350,000 compounds, 0.17% hits;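 active = every replicate shows inhibition of at least 40%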;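 note: 0% = neutral control wells and 100% = positive control wells; some results beyond the cut were filed as inactive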
# Cneo AK release: causes C. neoformans cell lysis; lysis activity, % at 15 µM; 360,000 compounds, 0.2% hits; AID 651654; adenylate kinase release luminescence, 4 h; normalised: neutral wells 0, clomiphene wells 100;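 active = mean lysis activity across replicates of at least 80%, whatever share of replicates individually reach that level; inactive = mean lysis activity below 80%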
#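 Material – Cryptococcus neoformans yeast cells · Quantity – 5 × 10^6 yeast cells/mL · Buffer or medium – YPD medium · Compound – single dose · Timing – 4 h static compound exposure, 37 °C, read 1 h post-reagent · Signal – adenylate kinase release luminescence · Read-out basis – lysis from increased AK signal · Benchmarks – Clomiphene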
# C2C12 statin: protects C2C12 myotubes from simvastatin toxicity; ATP luminescence, 48 h; scaled: DMSO 0, geranylgeraniol control 100; rescue of ATP level, % at 7.49 µM; 330,000 compounds, 0.78% hits; AID 602340;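 active = mean ATP rescue above about 67%, or every replicate alone reaching that limit, limit read from the data, passing the limit was not always enough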;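 note: myotubes were challenged with 10 µM simvastatin during compound exposure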
# PAX8 reporter: inhibitors of PAX8 transcriptional activity in RMG-I cells; inhibition, % at 12.6 µM; 360,000 compounds, 1.2% hits; RMG-I TPO-luciferase reporter, SteadyGlo, 24 h; AID 652154;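 active = mean replicate inhibition at least 60% with every replicate also reaching 60%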;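 note: luciferase light reporting Pax8 driven TPO promoter activity; plate controls were median of neutral control wells for no effect and mitoxantrone controls for full effect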
# * hit, by the source's call; / = not tested or not shown.
SMILES,LGR2 antag,ARNT-TACC3 inh,GSIS activator,PglD DTNB,PGC1a acetyl inh,Cneo AK release,C2C12 statin,PAX8 reporter
CCN(CC(=O)Nc1c(F)cccc1F)C(=O)c1ccc(NC(=O)CC2SC(N3CCCC3)=NC2=O)cc1 (stereo unspecified),1,-2,14,-3,-8,-3,9,-8
Nc1nc(NCc2ccco2)nc(Nc2cccc(F)c2)c1[N+](=O)[O-],-15,-6,2,-3,15,2,/,-5
C[C@H]1CN([C@@H](C)CO)C(=O)c2cccc(NC(=O)Nc3ccc(F)cc3)c2O[C@H]1CN(C)S(=O)(=O)c1ccc(F)cc1,-2,-12,-16,-2,-11,-5,8,/
C/C(=N\NC(=O)Cc1cccn1C)c1ccc([N+](=O)[O-])cc1,-13,/,-4,-2,11,-1,/,-3
O=C(Nc1nc2c(s1)CCCC2=O)c1cnccn1,-20,15,-1,-2,13,-5,-13,/
CCN1CCN(c2c(C=O)c(Cl)nc3ccc(OC)cc23)CC1,7,11,1,-8,/,-3,-24,9
COC(=O)c1ccc(NC(=O)CCN2C(=O)NC(C)(C)C2=O)cc1,8,/,7,-2,/,-5,-1,-7
O=C(O)c1ccc(/C=N/NC(=O)c2ccc(Br)cc2)cc1,-5,-5,20,2,-4,-2,/,13
CCCCN(CC)CCNC(=O)CN(C)S(=O)(=O)c1ccc2c(c1)c(=O)n(C)c(=O)n2C,12,-2,6,-1,4,1,-1,/
Cc1noc(C)c1S(=O)(=O)N(C)C[C@@H]1OCCCC[C@H](C)Oc2ccc(NS(=O)(=O)c3cn(C)cn3)cc2C(=O)N([C@H](C)CO)C[C@@H]1C,9,2,13,4,7,1,/,-38
COc1ccc(-c2nc(-c3ccncc3)no2)c(OC)c1,66*,3,-2,-1,-2,-15,9,-43
CN(C)c1ccc(/C=N\NC(=O)c2csnn2)cc1,/,6,/,-7,5,-2,/,/
COc1ccc(N(C(C)C(=O)N/N=C/c2cccnc2)S(C)(=O)=O)cc1 (stereo unspecified),-8,-5,-3,-6,/,-16,/,9
COc1ccc(NC(=O)ON=C2c3ccccc3-c3ccccc32)cc1,/,9,/,-3,0,9,-34,/
O=C(NC(N1CCOCC1)C(Cl)(Cl)Cl)c1ccccc1Cl (stereo unspecified),-12,-1,5,-3,/,2,-7,4
COc1cc(CN2C(=O)C(NC(=O)c3ccco3)(C(F)(F)F)C3=C2CC(C)(C)CC3=O)cc(OC)c1 (stereo unspecified),/,-1,/,0,-1,3,-4,-9
Oc1ccccc1C1=Nc2ccccc2N=C(c2cccs2)C1,-8,8,-2,-1,-11,0,40,/
COC(=O)c1ccccc1NC(=O)COC(=O)/C=C/c1cccs1,2,-4,-10,1,8,0,7,-11
CN(C)C(=O)c1cccc(-c2ccc([C@@H]3[C@@H](CO)N(C(=O)C4CCCCC4)[C@H]3C#N)cc2)c1,-2,1,-15,2,-19,3,0,-6
CC(C)NC(=O)N1CC(=O)N2[C@H](CO)[C@@H](c3ccc(C#CCN(C)C)cc3)[C@@H]2C1,-15,/,16,/,8,/,/,-11
Cc1ccc(C(c2nnnn2CS(=O)(=O)c2ccc(C)cc2)N2CCC(C(N)=O)CC2)cc1 (stereo unspecified),/,-5,/,-2,-2,1,/,4
OC(COc1ccc(Cl)cc1)CN1CCN(c2ccccc2)CC1 (stereo unspecified),-21,-3,-12,2,/,-3,6,8
CC=Cc1ccc2n(c1=O)C[C@@H]1N[C@H]2[C@H](C(=O)NCc2ccc3c(c2)OCO3)[C@H]1CO (mixture of isomers),2,3,9,4,/,-1,23,-5
C[C@H](CO)N1C[C@H](C)[C@@H](CN(C)C(=O)Nc2ccc(C(F)(F)F)cc2)Oc2ccc(NS(=O)(=O)c3ccc(F)cc3)cc2CC1=O,3,0,-1,2,-4,-1,56,4
COCc1cc(C)nc(SCc2ccc(Br)cc2)c1C#N,3,-5,1,-3,4,-5,4,-25
CCc1cc2cc3c(cc2nc1SCC(=O)Nc1cc(C)on1)OCO3,/,0,/,-5,/,3,3,/
CN1C(=O)c2cc(NC(=O)c3ccc(F)cc3)ccc2OC[C@H]2O[C@H](CC(=O)N3CCOCC3)CC[C@@H]21,-12,9,3,-4,-2,2,3,-1
CCc1ccccc1NC(=O)C1=CC(c2ccc(OC)c(OC)c2)=NS(=O)(=O)N1C,16,-4,12,-4,0,-1,-10,-32
Cc1occc1C(=O)N/N=C/c1ccccc1[N+](=O)[O-],/,-4,/,-2,10,3,/,-117
O=C(Nc1cccc(Cl)c1N1CCOCC1)c1cc([N+](=O)[O-])ccc1N1CCOCC1,-7,/,22,-7,/,0,-23,3

# In another format: entries from further up.
Molecule | LGR2 antag | ARNT-TACC3 inh | GSIS activator | PglD DTNB | PGC1a acetyl inh | Cneo AK release | C2C12 statin | PAX8 reporter
CN1C(=O)c2cc(NC(=O)c3ccc(F)cc3)ccc2OC[C@H]2O[C@H](CC(=O)N3CCOCC3)CC[C@@H]21 | -12 | 9 | 3 | -4 | -2 | 2 | 3 | -1
CCc1ccccc1NC(=O)C1=CC(c2ccc(OC)c(OC)c2)=NS(=O)(=O)N1C | 16 | -4 | 12 | -4 | 0 | -1 | -10 | -32
Cc1occc1C(=O)N/N=C/c1ccccc1[N+](=O)[O-] | / | -4 | / | -2 | 10 | 3 | / | -117

# (next part)
SMILES,LGR2 antag,ARNT-TACC3 inh,GSIS activator,PglD DTNB,PGC1a acetyl inh,Cneo AK release,C2C12 statin,PAX8 reporter
COc1cccc(-c2ccc3n(c2=O)C[C@H]2[C@H](CO)[C@@H](C(=O)NCCN4CCCCC4)N(C)[C@@H]32)c1,1,-2,29,3,/,-4,24,-7
Cc1ccc(CN2CC(C(=O)NCCCn3nc(C)cc3C)CC2=O)cc1 (stereo unspecified),23,-1,3,-3,5,0,1,0
COCc1ccc(-c2ccc3c(c2)c(C#Cc2ccsc2)c(-c2cc(OC)cc(OC)c2)n3C)cc1,-3,-11,11,2,/,1,3,-6
COC(=O)c1sc(NC(=O)CSc2nncs2)c(C(=O)OC)c1C,/,-3,/,-1,-18,0,/,-6
Cc1sc2nc(C(C)(C)C)oc(=O)c2c1C,-2,4,-3,6,18,12,20,/
CC(C)Oc1ccc(C(=O)NCC(=O)O)cc1,2,-7,-29,6,5,-1,-1,-1
C[C@@H](O)C#Cc1cnc2c(c1)C(=O)N([C@@H](C)CO)C[C@H](C)[C@@H](CN(C)C(=O)Cc1ccccn1)O2,-8,-7,28,2,-4,2,6,/
Cc1ccc(NS(=O)(=O)c2cccc(C(=O)NCC3(N(C)C)CCCCC3)c2)cc1,-2,5,7,1,/,2,-2,-6
CCO[C@H]1OC(C(=O)Nc2ccccc2)=C[C@@H](C)[C@@H]1CCCO,-11,13,-2,-4,2,0,-12,-36
Cc1nc(=S)c2c([nH]1)-c1ccccc1CC21CCCCC1,2,16,1,3,1,-2,/,-18
Cc1ccc(S(=O)(=O)N2CCOCC2)cc1NC(=O)CN1CCN(c2ccc(O)cc2)CC1,-13,0,-17,1,/,-2,/,-20
Cc1ccc(S(=O)(=O)Nc2ccc3c(c2)c2c(n3S(=O)(=O)c3ccc(C)cc3)CCCC2=O)cc1,3,/,-20,-2,5,1,10,1
CN(C)c1ccc(NC(=O)CSc2nc(C3CC3)nc3ccccc23)cc1,5,-3,-1,1,-7,2,-6,-36
COc1ccccc1CNC(=O)C[C@@H]1C[C@@H]2c3cc(NC(=O)c4cccnc4)ccc3O[C@@H]2[C@@H](CO)O1,5,10,3,2,-6,48,4,-10
O=C(NNC(=O)C1CCN(S(=O)(=O)c2ccccc2)CC1)c1ccccc1O,-4,2,0,-2,/,-3,2,21
CC12CC3CC(C)(C1)CC(C(=O)NC1=NCCS1)(C3)C2,/,0,/,-1,7,9,19,-1
CC1(C(=O)NCc2ccccc2)CCC(=O)N1CC(F)(F)F (stereo unspecified),9,/,-1,-1,8,4,2,3
O=C(C[C@H]1C[C@H]2c3cc(NC(=O)Nc4ccccc4F)ccc3O[C@H]2[C@H](CO)O1)NCc1ccncc1,-18,-8,10,-2,7,-3,8,7
C#CCOCCOCCOCCNc1nc(N2CCOCC2)nc(N2CCN(C(=O)CCCCCCCCCCNC(=O)[C@H](CO)n3cc(CCCSC)nn3)CC2)n1,8,-7,-20,-1,-7,-3,-14,24
CC=Cc1ccc2n(c1=O)C[C@H]1[C@H](CO)[C@@H](C(=O)NCc3ccccn3)[C@@H]2N1C (mixture of isomers),5,9,8,4,/,1,14,/
CCN1CCN(C(=O)c2cc(COc3ccc(F)cc3F)on2)[C@@H](C)C1=O,-1,3,9,3,7,3,-5,-9
COc1ccc(C(CC(=O)NC(C)c2ccc(-c3ccccc3)cc2)NC(C)=O)cc1 (stereo unspecified),-8,4,-10,4,/,-2,15,8
CC(NC(=O)COc1ccccc1Cl)c1ccccc1 (stereo unspecified),11,-5,-2,-5,-1,-1,10,-1
CCCN(C(=O)CCCSc1nc2ccccc2[nH]1)c1c(N)n(Cc2ccccc2)c(=O)[nH]c1=O,0,2,16,-7,-5,2,9,-5
O=C(C[C@H]1CC[C@@H]2[C@H](COC[C@H](O)CN2S(=O)(=O)c2ccc(F)cc2)O1)NCCN1CCCCC1,23,-10,14,2,5,2,-23,-13
O=C(CCc1nnc(CCCCc2ccccc2)o1)NCCCc1cccnc1,-3,-9,-13,/,/,/,/,-18
O=C(Nc1ccc(N2CCN(C(=O)c3ccco3)CC2)c(Cl)c1)c1c(F)c(F)c(F)c(F)c1F,15,/,-1,2,18,9,/,12
CCCc1nc2ccc(NC(C)=O)cc2c(=O)n1Cc1ccc(Cl)cc1,-105,-5,-15,/,3,/,/,67*
CC(C)c1ccccc1OCC(=O)Nc1cc(S(=O)(=O)N2CCOCC2)ccc1N1CCCC1,20,-2,-5,/,/,/,/,22
O=C(NCc1cccnc1)c1ccc(COc2ccccc2Cl)o1,3,-7,43,/,-29,/,/,37

# In the list so far, 8 have a Cl atom:
SMILES,LGR2 antag,ARNT-TACC3 inh,GSIS activator,PglD DTNB,PGC1a acetyl inh,Cneo AK release,C2C12 statin,PAX8 reporter
CCN1CCN(c2c(C=O)c(Cl)nc3ccc(OC)cc23)CC1,7,11,1,-8,/,-3,-24,9
O=C(NC(N1CCOCC1)C(Cl)(Cl)Cl)c1ccccc1Cl (stereo unspecified),-12,-1,5,-3,/,2,-7,4
OC(COc1ccc(Cl)cc1)CN1CCN(c2ccccc2)CC1 (stereo unspecified),-21,-3,-12,2,/,-3,6,8
O=C(Nc1cccc(Cl)c1N1CCOCC1)c1cc([N+](=O)[O-])ccc1N1CCOCC1,-7,/,22,-7,/,0,-23,3
CC(NC(=O)COc1ccccc1Cl)c1ccccc1 (stereo unspecified),11,-5,-2,-5,-1,-1,10,-1
O=C(Nc1ccc(N2CCN(C(=O)c3ccco3)CC2)c(Cl)c1)c1c(F)c(F)c(F)c(F)c1F,15,/,-1,2,18,9,/,12
CCCc1nc2ccc(NC(C)=O)cc2c(=O)n1Cc1ccc(Cl)cc1,-105,-5,-15,/,3,/,/,67*
O=C(NCc1cccnc1)c1ccc(COc2ccccc2Cl)o1,3,-7,43,/,-29,/,/,37
